Y pestis TopoI: inhibitors of Yersinia pestis topoisomerase I | Y. pestis Topo-I cleavage product accumulation, plate reader | activity, % at 10 µM | 0.064% of 360,000 active | AID 504884; in the data active = activity above about 50%, passing the limit was not always enough; also: inactives centre near 2
PrPC surface inh: cell surface PrPC inhibition, primary TR-FRET screen; P04156; TR-FRET read-out; inhibition, % at 13.8 µM; 0.43% of 370,000 active; AID 720596; in the data active = inhibition above about 24%; also: 0% = median of the test wells and 100% = reference compound wells
DUSP3 inh: blocks human VHR1 dual specificity phosphatase; inhibition, % at 13.3 µM; 0.52% of 290,000 active; P51452; recombinant VHR phosphatase, pNPP absorbance; in the data active = inhibition above about 50%; also: some compounds called inactive have numbers as strong as hits
Target sequence (P51452 whole entry, looked up): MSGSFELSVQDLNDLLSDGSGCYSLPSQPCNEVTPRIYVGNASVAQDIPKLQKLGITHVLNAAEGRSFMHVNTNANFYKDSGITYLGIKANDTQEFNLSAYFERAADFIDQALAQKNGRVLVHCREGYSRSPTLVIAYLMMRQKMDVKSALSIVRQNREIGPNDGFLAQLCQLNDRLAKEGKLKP
SARS 3CLpro inh: SARS-CoV 3CLpro protease inhibition; AID 1706; 0.14% of 290,000 active; P0C6X7; recombinant SARS-CoV 3CLpro, quenched FRET peptide cleavage; inhibition, % at 6 µM; in the data active = inhibition above about 12%
Vc quorum ag: inducers of Vibrio cholerae quorum light production without autoinducers. activation, % at 18.7 µM. 0.16% of 350,000 active. V. cholerae BH1578 lux reporter, luminescence, 6 h. AID 588436; in the data active = activation mostly above about 9.7%, no sharp cut-off; also: not every result past the cut was called active; inactives centre near 0; reference of the scale not given here
MazEF act: MazEF (E. coli) toxin RNase activation; P0AE70; FAM/BHQ RNA-DNA oligo cleavage fluorescence, 5 h; activation, % at 20 µM; 0.32% of 350,000 active; AID 504720; in the data active = activation above about 50%
Target sequence (P0AE70 whole entry, looked up): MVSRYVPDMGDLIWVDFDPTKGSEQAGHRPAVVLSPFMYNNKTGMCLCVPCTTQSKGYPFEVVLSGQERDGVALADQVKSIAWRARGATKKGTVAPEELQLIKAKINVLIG
CCHF vOTU inh: blocks the CCHF virus ovarian tumor domain protease; CCHFV vOTU protease, Pep-AMC fluorescence; inhibition, % at 11.5 µM; AID 651958; 0.55% of 370,000 active; in the data active = inhibition above about 30%; also: 0% = vehicle wells with enzyme and 100% = no enzyme wells
Rv3671c protease: inhibits the M. tuberculosis serine protease Rv3671c. inhibition, % at 5.96 µM. 0.048% of 320,000 active; in the data active = inhibition above about 38%;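 also: extracellular domain of Rv3671c used as enzyme; 0% = enzyme with DMSO and 100% = no enzyme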
Target sequence (P9WHR9 whole entry, looked up, the tested form may be a part): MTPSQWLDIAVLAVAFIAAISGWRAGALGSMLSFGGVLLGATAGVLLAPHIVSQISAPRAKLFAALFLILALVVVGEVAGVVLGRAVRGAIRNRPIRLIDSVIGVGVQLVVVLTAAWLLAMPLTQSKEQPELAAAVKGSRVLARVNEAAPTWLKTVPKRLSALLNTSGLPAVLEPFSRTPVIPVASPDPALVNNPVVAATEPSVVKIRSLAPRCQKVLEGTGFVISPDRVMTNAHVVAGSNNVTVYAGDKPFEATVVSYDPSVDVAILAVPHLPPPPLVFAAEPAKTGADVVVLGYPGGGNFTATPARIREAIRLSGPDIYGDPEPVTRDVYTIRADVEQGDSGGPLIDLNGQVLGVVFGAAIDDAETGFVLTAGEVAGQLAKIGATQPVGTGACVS
TcdB inh: inhibitors of Clostridioides difficile toxin B glycohydrolase; P18177; TcdB glycohydrolase enzymatic assay, plate reader; inhibition, % at 9.99 µM; 0.24% of 350,000 active; in the data active = inhibition above about 10%
PriA SSB inh: blocks PriA binding to SSB C-terminal tail | inhibition, % at 33 µM | 0.6% of 430,000 active | AlphaScreen SSBct-PriA binding, biotinylated peptide; in the data active = inhibition mostly above about 37%, no sharp cut-off; inactive = mostly below about 20%;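 also: plate controls were negative control peptide for no effect and reference peptide for full effect; strong numbers were not always called active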
Starred values were filed as active, the others as inactive; i = inactive; nt = not tested or not shown. An excerpt; the hit share may differ from the screen's.

SMILES | Y pestis TopoI | PrPC surface inh | DUSP3 inh | SARS 3CLpro inh | Vc quorum ag | MazEF act | CCHF vOTU inh | Rv3671c protease | TcdB inh | PriA SSB inh
O=C(CSc1nnc(NC(=O)c2ccccc2F)s1)NCC1CCCO1 (stereo unspecified) | 3 | 4 | 31 | -1 | 0.0 | 3 | 2 | -8 | 0.9 | -5
C(=C\N1CCCCCC1)/c1nnnn1-c1ccc(-c2ccccc2)cc1 | 3 | -5 | 16 | 4 | -0.9 | -17 | 11 | -14 | 0.8 | -14
OCCN1CCN(c2ncnc3c2sc2nc(N4CCOCC4)c4c(c23)CCC4)CC1 | 1 | 7 | 32 | -10 | -0.2 | -2 | 1 | -10 | 6.7 | 17
COc1ccc(S(=O)(=O)N(CC(=O)NCc2ccco2)C2CCCCC2)cc1OC | 16 | -2 | 14 | -4 | -0.4 | 1 | -10 | -6 | nt | -7
CC(C)c1ccc(/C=N/NC(=O)c2cc(-c3cccc([N+](=O)[O-])c3)n[nH]2)cc1 | 5 | -9 | -19 | 2 | -0.6 | -1 | 1 | -20 | 0.7 | i
O=S(=O)(/N=C(/Nc1ccc(F)cc1F)c1ccc(Cl)cc1)c1ccccc1 | 7 | 2 | 33 | -3 | nt | -2 | 10 | 8 | nt | nt
CCOC(=O)c1c(NC(=O)CCC(=O)NCc2ccco2)sc2c1CCCC2 | 1 | 8 | 18 | -4 | 1.3 | -5 | 8 | -10 | nt | 2
CCN1CCN(Cc2ccc(C)cc2)CC1 | -2 | 1 | 32 | -2 | -0.3 | 3 | 0 | -5 | nt | -5
C=C1CC[C@@H]2[C@](C)(CCC[C@@]2(C)/C=C/[C@@H](O)C(C)(C)O)[C@H]1CC(=O)NCCS(=O)(=O)O | 15 | -4 | nt | nt | -1.4 | -10 | -8 | nt | -0.1 | -5
C=CC[C@@H](CC(=O)N[C@@H](CO)Cc1ccccc1)C(=O)NC[C@@H](OC(=O)[C@@H](CC=C)Cc1ccc(F)cc1)c1ccccc1 | 29 | 6 | nt | nt | 0.8 | -10 | -2 | -8 | nt | 4
Cc1ccc(CNC(=O)CCCc2nc3ccccc3s2)cc1 | 3 | -5 | -8 | 0 | -0.2 | -2 | -13 | -1 | 0.8 | -2
C/C(=N\NC(=O)c1ccc(Cl)cc1)c1ccc(Br)s1 | 3 | 3 | 27 | -2 | i | 6 | 13 | -6 | nt | nt
COc1ccc(-n2c(SCC(=O)Nc3ccccc3)nc(O)cc2=O)cc1 | -2 | -7 | 29 | 0 | -0.8 | -7 | 17 | -40 | -0.8 | 4
CC(C)Cc1ccc(C(C)C(N)=Nc2ccc(O)cc2)cc1 (stereo unspecified) | 2 | 1 | nt | nt | i | 7 | -9 | -6 | 0.8 | -5
COc1ccc(-c2csc(C(NC(C)=O)c3cccc(F)c3)n2)cn1 (stereo unspecified) | 5 | 4 | nt | nt | i | nt | 0 | nt | 0.7 | nt
Cn1c2ccccc2c(=O)c2ccc(NCc3ccc4c(c3)OCO4)cc21 | 2 | 16 | nt | nt | -1.4 | 6 | -54 | nt | -0.4 | -7
Cc1cc(-c2nnc(SCC(=O)Nc3ccc(F)c(F)c3)n2N)n[nH]1 | 26 | -1 | 8 | -4 | -0.6 | 4 | 2 | -1 | 1.7 | 5
COc1ccccc1CC(NC(C)=O)C(=O)NC1CCN(C(=O)c2cccc(Cl)c2)CC1 (stereo unspecified) | -2 | 0 | -3 | 1 | -0.4 | -23 | -6 | 12 | -0.2 | 0
COc1cc2c(C(=O)N3CCCc4ccccc43)cn(C)c(=O)c2cc1OC | 13 | -5 | 22 | -1 | -0.4 | 6 | -17 | 1 | nt | -4
COc1cccc(NC(=S)N(CCCN2CCN(C)CC2)Cc2ccco2)c1 | -1 | -6 | -2 | 10 | -0.1 | -4 | 23 | 4 | -2.6 | 1
CN(C)c1ccc(S(=O)(=O)NCC(=O)NCC2CCCCC2)cc1[N+](=O)[O-] | 0 | -11 | 29 | -1 | -0.5 | 8 | 7 | -19 | 2.0 | -1
Cc1ccc(S(=O)(=O)N2CCN(C(=O)CSc3nnnn3C)CC2)c(C)c1 | 6 | -1 | -16 | 3 | i | -11 | -6 | 2 | 1.0 | -8
COc1cc(C2N(c3ccc(Cl)c(Cl)c3)C(=O)C3CCCN32)cc(OC)c1OC (stereo unspecified) | 5 | 3 | 29 | 1 | -0.6 | -8 | -4 | -1 | nt | 4
Cc1c(C)c(C)c(/C=[N+](/C)[O-])c(C)c1C | 2 | 4 | -2 | 1 | -0.3 | 3 | -8 | -9 | 0.0 | -2
CN1CCc2c(sc(NC(=O)C3CCN(S(=O)(=O)c4cccs4)CC3)c2C(N)=O)C1 | -6 | -7 | nt | nt | -0.8 | 2 | -8 | 8 | 0.6 | 4
CNn1cnc2ccsc2c1=O | 3 | 1 | -19 | -4 | i | -4 | 16 | 5 | 0.3 | -8
CCOC(=O)C(NC(=O)c1ccccc1)C(C)(C)SCc1ccccc1 (stereo unspecified) | 19 | -2 | nt | nt | i | 12 | -8 | nt | 1.8 | -18
Cc1ccccc1NC(=O)N1C2CCC1CC(O)(c1cccnc1)C2 (stereo unspecified) | -7 | 0 | 19 | -6 | i | -8 | -6 | 3 | nt | -14
COc1ccc2ccccc2c1/C=N/NC(=O)c1cccc(Br)c1 | -9 | -2 | 2 | 0 | 0.2 | 2 | -12 | -16 | 1.1 | nt
CCCCCOC(=O)C1=C(C)Nc2ncnn2C1c1cccs1 (stereo unspecified) | 12 | -4 | 10 | 6 | -0.3 | -7 | 6 | -2 | nt | -4
Cc1nn(-c2ccccc2)c(CC(C)(C)C(=O)O)c1C(=O)O | -1 | -5 | -4 | 3 | i | 9 | 6 | 0 | nt | -10
CCCCNC(=O)c1onc(CSc2ccc(F)cc2)c1C(=O)O | -7 | 0 | 0 | 5 | -0.3 | 4 | 0 | -2 | -1.2 | 9
Cc1cc(-c2ccc(C)c(S(=O)(=O)NCC3CCN(Cc4ccccc4F)CC3)c2)on1 | 13 | -8 | 2 | 6 | -0.3 | 7 | 3 | 1 | 0.0 | 7
CCN(CC)c1nc2c3c(nc4c(c3c1C#N)CC(=O)N4c1ccc(Cl)cc1)NC(C)=N2 | -7 | 16 | -9 | 1 | -0.3 | -38 | 10 | 19 | nt | 20
COc1cc2c(cc1OC)C(O)C(O)(CO)C(C(=O)O)C2c1cc(OC)c(OC)c(OC)c1 (stereo unspecified) | 7 | -5 | nt | nt | -1.7 | 5 | 8 | nt | 1.0 | -1
O=C(O)/C(=C\c1ccc(Br)cc1)NC(=O)c1cccs1 | -3 | -1 | 17 | 0 | -0.5 | -36 | 7 | 1 | 0.1 | -12
CC1CCc2ccccc2N1C(=N)N(C)C (stereo unspecified) | 4 | 4 | 17 | 0 | i | 9 | -4 | 1 | 0.9 | 9
COc1ccc(CCNC(=O)CSc2nnc3c(n2)[nH]c2ccc(F)cc23)cc1OC | 1 | -1 | 16 | 2 | -0.9 | -1 | -3 | -3 | 1.2 | 8
OC(CN1CCOCC1)c1csc2ccccc12 (stereo unspecified) | -2 | -4 | nt | nt | 0.0 | -4 | -5 | 5 | 0.1 | -5
O=C(CCC(=O)c1ccc(-c2ccccc2)cc1)Nc1cccnc1 | -1 | 8 | 10 | 5 | -0.5 | -18 | 0 | -15 | 0.8 | -3
O=C(NCCc1cccc(F)c1)C1CCCN(c2nc3ccccc3s2)C1 (stereo unspecified) | 19 | 3 | 22 | 0 | -0.2 | -7 | 4 | 12 | -0.3 | -12
O=C(Nc1cccc(S(=O)(=O)N2CCCCC2)c1)c1cncc(Br)c1 | -5 | 7 | nt | nt | i | 1 | 18 | -1 | -4.9 | -4
CCN(CC)S(=O)(=O)c1ccc(N2CCOCC2)c(NC(=O)c2ccccc2)c1 | 20 | 5 | -7 | -2 | -0.3 | -1 | 13 | -5 | 0.1 | -9
O=C(CCC(=O)Nc1ccccc1)NNC(=O)c1ccco1 | -3 | -3 | 13 | -2 | i | 4 | 6 | 4 | nt | -14
N/C(=N\OC(=O)Cc1ccccc1)c1cccc(Br)c1 | -12 | 5 | 19 | 2 | i | 9 | 7 | -6 | 0.3 | nt
CCCc1nnc(NC(=O)c2cc3ccccc3o2)s1 | -5 | -6 | 0 | 1 | i | -1 | 10 | 4 | 0.6 | -9
COc1ccc(N(Cc2cc3ccc(C)cc3[nH]c2=O)C(=O)c2ccco2)cc1 | 29 | 7 | 10 | 6 | -0.5 | -1 | -6 | 2 | nt | 8
Cc1ccc(C(=O)N2CCN(c3ncccn3)CC2)cc1S(=O)(=O)N1CCCCC1 | 5 | -1 | 5 | -3 | -0.4 | -11 | 5 | 5 | nt | -17
NNc1nc(-c2ccccc2)cs1 | 4 | 15 | 20 | 4 | -0.2 | -3 | 8 | 2 | -1.5 | 3
O=C(Nc1ccc(S(=O)(=O)Nc2nccs2)cc1)c1cc(=O)[nH]c2ccccc12 | 3 | -1 | 8 | -1 | 2.0 | -3 | 12 | -17 | 0.4 | -2
O=C1CSCC(=O)N1c1ncc(C(F)(F)F)cc1Cl | 5 | 0 | 10 | 1 | -0.6 | 1 | 7 | 4 | 1.7 | -6
Cc1ccc(N2CCN(C(=O)c3cc(-c4ccc(F)cc4)[nH]c3C)CC2C)cc1 (stereo unspecified) | 15 | 5 | 1 | 7 | -8.3 | -2 | -1 | nt | 0.2 | 9
CCCCCCC(=O)Nc1nc(C)c(-c2csc(Nc3ccc(Cl)cc3)n2)s1 | -26 | nt | 30 | 0 | i | 8 | nt | 10 | nt | -1
